# COUP-TFII inh = blocks human COUP-TFII nuclear receptor. P24468. HEK293T NGFI-A luciferase reporter, luminescence. inhibition, % at 8.6 µM. hit rate 0.7% among 370,000;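 active = inhibition above a per-plate cutoff, mean inhibition of test wells between control levels plus 3 SD, cut at about 38% in these data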;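 also: cells cotransfected with COUP-TFII expression vector driving the NGFI-A reporter; 0% = median of COUP-TF2 test wells and 100% = reporter-only cells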
# Target sequence (P24468 whole entry, looked up): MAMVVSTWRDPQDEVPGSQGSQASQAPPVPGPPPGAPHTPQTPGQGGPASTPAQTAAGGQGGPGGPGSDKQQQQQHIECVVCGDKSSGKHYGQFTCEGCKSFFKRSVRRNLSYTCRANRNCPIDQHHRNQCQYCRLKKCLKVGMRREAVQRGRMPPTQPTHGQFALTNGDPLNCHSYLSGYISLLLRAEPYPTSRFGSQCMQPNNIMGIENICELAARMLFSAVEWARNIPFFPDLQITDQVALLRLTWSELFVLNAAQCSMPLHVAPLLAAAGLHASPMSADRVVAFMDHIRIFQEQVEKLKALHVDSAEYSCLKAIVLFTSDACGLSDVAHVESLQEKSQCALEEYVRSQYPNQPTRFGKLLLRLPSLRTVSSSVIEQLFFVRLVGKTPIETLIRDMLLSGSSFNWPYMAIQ
# CF NFkB block = cystic fibrosis NF-kB activation inhibition; inhibition, % at 5 µM; KKLEB NF-kB-GFP reporter, PAF-induced, GFP fluorescence overnight; AID 588850; hit rate 0.86% among 360,000;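 active = at least 50% inhibition at 5 µM, scaled per plate between neutral and stimulator controls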;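 also: PAF is a Pseudomonas aeruginosa culture filtrate used as stimulus; plate controls were PAF-stimulated DMSO wells for no effect and unstimulated DMSO wells for full effect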
# TWEAK-Fn14 inh = inhibitors of TWEAK-Fn14 interaction signaling; TWEAK-stimulated Fn14 reporter cells, luciferase luminescence, 8 h; inhibition, % at 10 µM; hit rate 2% among 360,000; AID 1159606; in the data active = inhibition above about 50%
# EBV LMP1 NFkB = inhibitors of Epstein-Barr LMP1-induced NF-kappaB reporter | AID 504558 | inhibition, % at 12.5 µM | LMP1-induced NF-kappaB luciferase reporter cells, luminescence | hit rate 0.69% among 350,000; in the data active = inhibition above about 41%;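 also: 0% = neutral control wells and 100% = reference inhibitor control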
# SRC1 inh = inhibitors of human steroid receptor coactivator 1 (SRC1) | HEK293 GAL4-SRC1 luciferase reporter, luminescence | inhibition, % at 3.6 µM | Q15788 | hit rate 0.12% among 360,000 | AID 588354;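 active = inhibition above the campaign mean plus 3 SD, with each screening campaign given its own cutoff, cut at about 60% in these data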;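 also: 0% = DMSO treated cells and 100% = gossypol at 36 µM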
# C8 TRAIL sens = caspase-8 TRAIL sensitization; NB7+C8 cells + TRAIL, ATPlite viability luminescence; inhibition (viability loss, TRAIL sensitization), % at 10 µM; hit rate 1% among 360,000; AID 624354;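 active = compounds causing at least 50% loss of cell viability in the single-dose screen, relative to plate controls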
# TROY signal inh = blocks TROY-dependent signaling in reporter cells. Q293 LMP1-TROYcd NF-kB luciferase reporter, 4 h. inhibition, % at 10 µM. hit rate 0.98% among 360,000. AID 1347056;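 active = compounds whose plate-normalised and pattern-corrected inhibition of the luciferase reporter signal at the single screening dose is 50% or more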
# NR5A2 inv ag = suppresses constitutive activity of human LRH-1. hit rate 0.13% among 360,000. O00482. HEK293T StAR-luciferase reporter, LRH-1 transfected, 24 h. inhibition, % at 3.6 µM. AID 602396;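 active = inhibition above the mean inhibition of all tested compounds plus 3 SD, cut at about 73% in these data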;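 also: 0% = DMSO wells and 100% = reporter-only cells lacking LRH-1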
# Target sequence (O00482 whole entry, looked up): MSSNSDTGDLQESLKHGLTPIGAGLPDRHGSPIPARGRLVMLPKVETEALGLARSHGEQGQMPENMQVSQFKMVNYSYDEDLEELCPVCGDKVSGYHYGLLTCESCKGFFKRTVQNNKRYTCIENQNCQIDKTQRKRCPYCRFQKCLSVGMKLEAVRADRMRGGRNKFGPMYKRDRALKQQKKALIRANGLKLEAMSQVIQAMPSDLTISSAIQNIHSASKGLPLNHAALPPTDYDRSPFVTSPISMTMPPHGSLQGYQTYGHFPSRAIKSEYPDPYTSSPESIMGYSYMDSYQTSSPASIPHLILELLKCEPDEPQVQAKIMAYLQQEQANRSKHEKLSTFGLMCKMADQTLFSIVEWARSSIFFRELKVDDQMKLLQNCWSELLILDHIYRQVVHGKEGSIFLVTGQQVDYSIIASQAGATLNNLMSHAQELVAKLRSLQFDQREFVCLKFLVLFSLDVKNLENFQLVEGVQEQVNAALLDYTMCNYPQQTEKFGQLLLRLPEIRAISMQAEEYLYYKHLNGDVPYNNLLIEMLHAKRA
# KKLEB cytotox = reduces viability of KKLEB cystic fibrosis airway cells | KKLEB CF airway cells viability, ATPlite luminescence, overnight; hits give low values; cells stimulated with P. aeruginosa culture filtrate | activity change (cytotoxicity), % at 5 µM | hit rate 0.36% among 360,000 | AID 602141;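 active = corrected activity change at or below -50% at 5 µM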
# NCOA3 inh = inhibitors of human steroid receptor coactivator 3 (SRC3). inhibition, % at 3.6 µM. HEK293 GAL4-SRC3 luciferase reporter, luminescence. hit rate 0.17% among 360,000. AID 588352. Q9Y6Q9;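 active = inhibition above a per-campaign cutoff, the mean of all compounds plus 3 SD, cut at about 60% in these data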;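 also: 0% = DMSO-treated cells and 100% = gossypol-treated cells at 36 µM; higher means less SRC3-driven luciferase light from the GAL4 reporter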
# Shn3 inh set2 = inhibitors of Schnurri-3 3'UTR reporter in osteoblasts; inhibition, % at 12.5 µM; hit rate 0.52% among 360,000; Clone20 osteoblast Shn3 3'UTR firefly luciferase, 24 h;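 active = mean inhibition of at least 75% with every replicate also reaching 75%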;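 also: 0% = median of neutral control wells and 100% = pilot-screen positive control compound; some compounds past the cut are filed as inactive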
# * marks the source's active call; other numbers are inactive results; . = no result given.
SMILES,COUP-TFII inh,CF NFkB block,TWEAK-Fn14 inh,EBV LMP1 NFkB,SRC1 inh,C8 TRAIL sens,TROY signal inh,NR5A2 inv ag,KKLEB cytotox,NCOA3 inh,Shn3 inh set2
CC(C)CCN(C)C1CCN(S(=O)(=O)c2ccc(F)cc2)CC1,4,-19,-6,-7,1,3,6,12,10,0,1
O=C(CN1CCN(Cc2ccc3c(c2)OCO3)CC1)c1c[nH]c2ccccc12,-7,5,0,0,-10,1,-3,13,4,5,10
COc1ccc(NC(=O)c2noc(C(C)C)c2[N+](=O)[O-])cc1,-17,-5,-9,2,-23,7,-10,2,11,13,-10
COCCn1c(C)cc(/C=C2/NC(=O)N(c3cccc(Cl)c3)C2=O)c1C,35,23,82*,2,28,-4,81*,7,-17,26,-13
O=C(Nc1cccc2ccccc12)NC1CCCCC1O (stereo not drawn),3,27,6,0,-2,-5,-11,-29,-4,3,-21
Cc1ccc(C(=O)N2CC(C)SC2=Nc2cccc(S(=O)(=O)N(C)C)c2)cc1 (stereo not drawn),6,-7,9,-3,-12,0,-8,-24,1,24,15
CCOCCCNC(=O)c1cc(Sc2ccc(C)cc2)nc2ccccc12,3,-27,40,3,9,15,-5,5,10,7,6
CC(NC(=O)c1ccc2nc[nH]c2c1)c1ccccc1 (stereo not drawn),2,-4,10,1,-9,3,0,-16,-2,7,-6
COc1cc(S(=O)(=O)Nc2cccc(C)c2)ccc1NC(=O)c1ccncc1,8,-22,14,-2,5,4,6,21,7,30,8
COc1ccc(/C(C)=N/NC(=O)c2ccc(NS(=O)(=O)c3cccs3)cc2)cc1,-5,-14,9,4,-7,-15,-2,-22,6,-3,-12
Cc1ccc(-c2c(C(=O)NNC(=S)NCC3CCCO3)csc2C)cc1 (stereo not drawn),-9,9,-13,0,-4,-5,-4,-9,5,-6,7
O=C(NCc1ccccn1)c1c(-c2ccccc2)sc2ccccc12,19,0,12,3,-14,14,-11,-10,5,-7,12
CC(CN1CCCCCC1)C(=O)NN (stereo not drawn),-1,0,-5,5,2,-8,19,10,-2,9,-1
CCOC(=O)C1CCCN(C(=O)Nc2c(-c3ccccc3)noc2C)C1 (stereo not drawn),14,3,-3,-4,16,1,12,-4,-16,0,12
Cc1cc(-n2nc(C)cc2C)nc(NS(=O)(=O)c2ccccc2Cl)n1,6,2,-1,-2,-74,-26,3,-29,-6,-1,8
CC1(C)Oc2cc3oc(=O)ccc3cc2C[C@@H]1O,-37,-26,13,3,-6,7,-36,-11,18,-6,36
O=C(CSc1ncccn1)Nc1ncc(C(F)(F)F)cc1Cl,-1,-12,10,-9,5,-6,18,-11,14,3,15
Cc1cccc(C2=NN(c3ccc(Br)cc3)[C@@H](C(=O)N3CCOC3=O)[C@@H]2c2ccc(F)cc2)c1,-17,21,15,0,-2,-15,19,-25,-14,-15,0
CCCN1CCN(CCNC(=O)Nc2cc(C)ccc2C)CC1,-25,-2,3,-9,-7,3,-6,-3,5,-15,0
CCOC(=O)c1c(N)sc2c1CCC(C)C2 (stereo not drawn),2,-4,16,4,-19,-3,-6,-19,-4,-19,-14
O=c1[nH]ccc2c([N+](=O)[O-])cccc12,13,-7,4,-6,-9,7,8,1,13,7,5
Nn1c(SCC(=O)NC2CCCc3ccccc32)nnc1C1CC1 (stereo not drawn),-5,-12,-1,-5,-4,-6,-12,3,-1,6,-40
COc1ccc(NC(=O)C(NC(C)=O)C(=O)NCc2ccc(F)cc2)cc1 (stereo not drawn),13,0,-18,6,-8,-4,3,1,5,3,13
CN(C)c1ccc(C(=S)N2CCN(c3ccc([N+](=O)[O-])cc3)CC2)cc1,-22,22,37,12,-4,12,35,2,-9,5,25
CN(C)c1nc(N(C)C)nc(N(C#N)CN2C(=O)c3ccccc3S2(=O)=O)n1,-15,-6,31,-3,-2,6,20,1,-5,-5,-21
COc1cc(OC)c(N(C)C(=O)c2cc3c(s2)-c2ccccc2S(=O)(=O)C3)cc1Cl,-4,-7,32,6,-25,0,28,-12,-1,-6,10
Cc1nnc(SCCn2c(N3CCCCC3)nc3c2c(=O)[nH]c(=O)n3C)s1,6,-9,-7,4,13,9,-20,8,6,10,12
OC(CN1CCN(c2ccccc2Cl)CC1)c1ccccc1 (stereo not drawn),-14,0,42,-2,-19,-11,-13,-15,1,3,-3
FC(F)(F)c1nnc(-c2ccccc2)nc1N1CCOCC1,1,-5,2,-6,-5,19,-32,13,8,-7,6
CCOc1ccc(S(=O)(=O)N(CC)CC(=O)NC2CCS(=O)(=O)C2)cc1 (stereo not drawn),-22,15,12,0,7,-3,8,4,-23,2,4
O=C(OCCOc1cccc(Cl)c1)C1CCN(S(=O)(=O)c2ccccc2)CC1,22,-9,-13,-6,10,0,2,-2,0,13,10
COc1ccc(CNC(=O)C2CCN(S(=O)(=O)N3CCCCC3)CC2)cc1,13,4,-16,4,4,-7,-1,26,-2,-4,-5
CN(C)c1cc(Nc2cccc(O)c2)c([N+](=O)[O-])c2nonc12,5,-62,-21,8,4,-1,-3,4,10,3,54
CC(C)C[C@H](NC(=O)N1CCn2c1nc1ccccc12)C(=O)N[C@@H](Cc1ccccc1)C(=O)O,-12,0,7,0,5,-2,3,-11,-24,0,8
Cc1ccc(NC(=O)c2sccc2C)cc1[N+](=O)[O-],-49,-13,-49,-30,-70,0,-62,-101,5,-50,-83
Cc1ccc(CC(=O)Nc2nnc(-c3ccc(F)cc3)o2)c(C)c1,.,2,1,7,0,5,-9,-6,6,-21,-14
C=CCC1(CC=C)CCCN1C(=O)c1cc(COc2ccc(-n3cncn3)cc2)on1,53*,5,50,21,-1,30,22,26,2,38,82
O=C(NCCc1ccccc1)c1cnc2ccccc2n1,-28,13,26,-30,-110,4,-15,-144,-4,-95,-52
CC(C)N(Cc1ccccc1)C(=O)CSc1nccn1C,-1,-4,4,-3,0,-6,10,11,0,-5,8
CCOc1ccc(N2C(=O)c3ccc(C(=O)OCC(=O)N(CC)C4CCS(=O)(=O)C4)cc3C2=O)cc1 (stereo not drawn),-13,0,17,3,-54,-2,-15,-12,2,-5,0
CC(NC(=O)COC(=O)C1CCC1)c1ccccc1 (stereo not drawn),-5,13,8,-1,12,-2,-1,20,-4,20,-12
O=C(CSc1ccc(-c2ccccc2)nn1)N1CCN(c2ccccc2)CC1,-9,0,1,-11,10,-1,15,28,1,18,23
CCOC(=O)CSc1ccc(C(=O)Nc2ccc(OC)cc2)cn1,-9,-13,0,3,-20,0,-33,-8,13,-18,-8
COC(=O)c1cccc(CN2C(=O)SC(Nc3ccccc3)C2=O)c1 (stereo not drawn),-3,-2,-6,-2,-7,-2,8,-3,0,11,0
CCOc1cc(C(=O)NCc2ccccc2)ccc1OCC(=O)N1CCOCC1,9,6,-15,0,19,4,-18,16,11,10,-5
COc1ccc(S(=O)(=O)NCc2ccccn2)cc1NC(=O)c1ccccc1,17,24,3,8,-5,22,-8,11,10,15,0
CCC(=O)N1CCCc2cc(S(=O)(=O)N3CCN(c4ccccn4)CC3)ccc21,-4,16,-16,-1,-28,-2,0,9,0,2,18
COc1ccc(Cl)c(OC)c1C(=O)NC(=O)Nc1c(F)cc(F)cc1F,10,-16,12,3,-17,7,-7,5,7,21,-11
Cc1cc(C(=O)NC2CCCc3c2cnn3-c2cccc(C)c2C)c(C)o1 (stereo not drawn),45*,-14,-5,13,-48,15,29,-7,10,-86,74
Cc1cccc(NC(=O)c2sc3nc4c(c(-c5ccco5)c3c2N)CCC4)c1,-3,-2,-7,4,0,1,-35,-9,2,-9,5
CCOC(=O)c1c(CN(C)C)oc2cc(CN(C)C)c(O)c(CSc3ccccc3)c12,1,-9,-5,-6,-13,2,16,-28,2,-10,-1
O=C(Cc1c(Cl)cccc1Cl)N/N=C/c1cccnc1,9,-15,-1,6,-9,-15,10,18,18,-9,-18
CC(=O)c1sc(NC(=O)c2ccccc2)nc1-c1ccccc1,-45,-29,10,-39,-87,19,-74,-120,12,-51,-51
CC(=O)Nc1ccc(NC(C)=C(C#N)C#N)cc1,22,-9,10,4,-3,4,2,7,-5,12,-2
CC(C)[C@H](NC(=O)OCc1ccccc1)C(=O)OCC(=O)c1ccccc1,-4,-3,-15,-7,-18,13,-39,11,-3,-20,-91
O=C(Oc1cccc2ccccc12)c1ccco1,11,15,8,-13,-1,15,-19,6,8,3,2
Clc1cccc2c1Sc1ccccc1CC2N1CCNCC1 (stereo not drawn),-20,38,13,-10,10,16,17,6,-25,18,51
CC(C)OP(C)(=O)CN1CCN(CP(C)(=O)OC(C)C)CC1 (stereo not drawn),-9,8,2,10,-3,-22,-12,0,13,-13,-24
COc1ccc(OC)c(/C=N/N2CCN(c3ccc(Cl)cc3)CC2)c1,7,-4,-5,7,2,-13,-6,2,2,11,2
CN(CCO)c1ccc(C=NNc2ccc([N+](=O)[O-])cc2S(=O)(=O)Nc2ccccc2C(=O)O)cc1,-2,-20,-1,.,2,2,-27,4,4,-9,-13

# More results follow:
SMILES,COUP-TFII inh,CF NFkB block,TWEAK-Fn14 inh,EBV LMP1 NFkB,SRC1 inh,C8 TRAIL sens,TROY signal inh,NR5A2 inv ag,KKLEB cytotox,NCOA3 inh,Shn3 inh set2
N=c1ccccn1CC(O)COc1ccccc1 (stereo not drawn),6,6,-30,-1,-4,-7,4,9,-4,12,-6
COc1c2c(nc3ccccc13)OC(C(C)(O)CO)C2 (stereo not drawn),4,0,10,-4,-8,-3,-2,7,10,-3,4
O=c1oc2ccccc2c(Nc2ccc(F)cc2)c1[N+](=O)[O-],-8,18,-6,-13,1,-2,18,4,-15,-8,5
COc1ccc(OC)c(S(=O)(=O)N2CCCC(C(=O)N3CCOCC3)C2)c1 (stereo not drawn),6,16,5,6,0,-16,9,7,-2,13,-5
N#CCC(=O)N/N=C/c1cc(Br)ccc1OCc1cccc2ccccc12,1,-32,11,-5,-10,-20,11,6,5,6,19
O=C(COC(=O)Cc1ccc(Cl)cc1)NCc1ccco1,-6,14,1,-13,5,-6,7,-4,4,10,-4
Cc1nc(NC(=O)CCc2ccccc2)sc1C,-31,2,-6,-29,-52,3,-16,-30,7,-43,-55
COc1cccc(-c2nnc(SCN3C(=O)c4ccccc4C3=O)n2C)c1,7,18,6,-17,16,9,-3,11,-22,18,6
Cc1cc(NC(=O)COC(=O)C2CCN(S(=O)(=O)c3c(Cl)cccc3Cl)CC2)no1,2,-17,92*,-5,5,20,.,-11,-4,5,5

# Given with bars between the fields: three of the compounds above.
structure | COUP-TFII inh | CF NFkB block | TWEAK-Fn14 inh | EBV LMP1 NFkB | SRC1 inh | C8 TRAIL sens | TROY signal inh | NR5A2 inv ag | KKLEB cytotox | NCOA3 inh | Shn3 inh set2
COc1c2c(nc3ccccc13)OC(C(C)(O)CO)C2 (stereo not drawn) | 4 | 0 | 10 | -4 | -8 | -3 | -2 | 7 | 10 | -3 | 4
N=c1ccccn1CC(O)COc1ccccc1 (stereo not drawn) | 6 | 6 | -30 | -1 | -4 | -7 | 4 | 9 | -4 | 12 | -6
COc1ccc(OC)c(S(=O)(=O)N2CCCC(C(=O)N3CCOCC3)C2)c1 (stereo not drawn) | 6 | 16 | 5 | 6 | 0 | -16 | 9 | 7 | -2 | 13 | -5

# Some of the compounds tested (hit frequency here may not be typical).
